Screening results deposited in PubChem by Broad Institute.
FN deposition inh = fibronectin deposition inhibition. AH1F fibroblasts, Alexa488-fibronectin deposition fluorescence, overnight. inhibition, % at 12.6 µM. 350,000 tested, 0.086% active;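 active means mean inhibition across replicates of 30% or more, regardless of how many single replicates reach that level; inconclusive means mean under 30% yet at least half of replicates reach 30%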;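 further: positive control wells lacked labelled fibronectin entirely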
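Measured by – fluorescence 485/525 nm · System – AH1F fibroblast monolayer, labelled fibronectin deposition · Amount – 10000 cells per well · Buffer or medium – serum-reduced DMEM (2% serum) · Doses – single dose, pinned · Also added – fluorescent fibronectin at 24 nM final · Schedule – 1 h cell attachment, overnight exposure to compound and label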
LGR2 antag = Drosophila LGR2 receptor signaling inhibition; HEK293 LGR2, CRE-luciferase, bursicon-stimulated, 4 h; inhibition, % at 9.99 µM; 380,000 tested, 0.35% active;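 active means drop in luminescence signal, shown as inhibition above about 50% in the replicate tests, limit read from the data, passing the limit was not always enough; inconclusive means probably only some replicates passing the limit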;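 further: agonist challenge used bursicon conditioned medium at about half maximal strength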
Cneo AK release = causes C. neoformans cell lysis; adenylate kinase release luminescence, 4 h; normalised: neutral wells 0, clomiphene wells 100; lysis activity, % at 15 µM; 360,000 tested, 0.2% active; AID 651654;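 active means mean lysis activity across replicates of at least 80%, whatever share of replicates individually reach that level; inactive means mean lysis activity below 80%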
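Test system: log-phase Cryptococcus neoformans yeast cells; Quantity: yeast cell density of 5 × 10^6 cells/mL; Buffer or medium: YPD; Doses: single compound concentration per well; Timing: 4 h at 37 °C static, read 1 h later; Measured by: AK luminescence; Read-out basis: lysis from increased AK signal; Control set: Clomiphene as positive control.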
CASP6 VEID inh = caspase-6 (human) enzyme inhibition | inhibition, % at 12.5 µM | purified caspase-6, Z-VEID-R110 cleavage fluorescence | 350,000 tested, 0.53% active | P55212 | AID 686996;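 active means mean inhibition across replicates at least about 35%, with every replicate also reaching that limit, limit read from the data; inconclusive means only one of the two criteria met; inactive means neither criterion met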;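 further: 0% = median of neutral control wells and 100% = no fluorescence left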
Target sequence (P55212 24-179 limits assumed): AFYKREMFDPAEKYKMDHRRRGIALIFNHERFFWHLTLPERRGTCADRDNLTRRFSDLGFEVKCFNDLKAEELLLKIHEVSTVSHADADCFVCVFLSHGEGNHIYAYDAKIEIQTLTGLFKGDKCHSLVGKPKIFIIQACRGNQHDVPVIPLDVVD
Target sequence (P55212 194-293 limits assumed): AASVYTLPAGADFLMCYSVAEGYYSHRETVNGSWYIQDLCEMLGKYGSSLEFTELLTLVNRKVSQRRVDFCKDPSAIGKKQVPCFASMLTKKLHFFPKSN
PAX8 inh HTS = PAX8 transcriptional activity inhibition; 360,000 tested, 1.2% active; RMG-I TPO-luciferase reporter, SteadyGlo, 24 h; inhibition, % at 12.6 µM;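 active means mean replicate inhibition at least 60% with every replicate also reaching 60%; inconclusive means only one of the two criteria is met; inactive means mean below 60% and not all replicates reaching 60%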;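 further: luciferase light reporting Pax8 driven TPO promoter activity; plate controls were median of neutral control wells for no effect and mitoxantrone controls for full effect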
miR122 inh = miR-122 inhibition in Huh7 cells | Huh7 miR-122 Renilla luciferase sensor, 48 h; neutral wells = 0, positive control = 100 | activation (reporter increase), % at 12.5 µM | 340,000 tested, 0.3% active;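 active means mean replicate activation score at least 90 and every replicate individually at or above 90; inconclusive means only one of the two criteria met; inactive means neither criterion met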;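 further: higher luciferase means less miR-122 activity so hits act as miR-122 inhibitors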
PGC1a acetyl inh = lowers PGC1a acetylation signal in U2OS cells; AlphaScreen anti-acetyl-lysine; with virally co-expressed GCN5 acetyltransferase; AID 651687; inhibition, % at 15.6 µM; 350,000 tested, 0.17% active;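 active means every replicate shows inhibition of at least 40%; inconclusive means mean inhibition at least 40% but some replicate below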;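 further: 0% = neutral control wells and 100% = positive control wells; some results beyond the cut were filed as inactive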
EWS-Fli block = inhibitors of EWS/Fli oncoprotein transcriptional activity; AID 651661; inhibition, % at 12.6 µM; 350,000 tested, 0.67% active; A673 NR0B1-luciferase reporter, viability-normalised;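 active means mean inhibition of at least 50% after viability correction, with every replicate also passing that limit; inconclusive means mean reaches 50% but only one of two replicates passes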;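 further: firefly luciferase signal divided by Alamar Blue viability fluorescence both relative to DMSO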
The depositor's hits bear a star; ? = inconclusive; · = not tested or not shown; [ ] = dose if it differs, or a comment.

The first 2 records, to show the layout:
entry | Molecule | FN deposition inh | LGR2 antag | Cneo AK release | CASP6 VEID inh | PAX8 inh HTS | miR122 inh | PGC1a acetyl inh | EWS-Fli block
1 | C[C@@H]1CN([C@H](C)CO)C(=O)Cc2cc(NS(=O)(=O)c3ccc(F)cc3)ccc2O[C@@H]1CN(C)Cc1ccc(-c2ccccc2)cc1 | · | -10 | · | · | ? | 2[16.7 µM] | -12 | 39
2 | COc1cccc(=O)c2c(C)oc(C)c12 | · | -1 | 11 | · | · | -1 | 0 | ·

Results, from the first entry:
entry | Molecule | FN deposition inh | LGR2 antag | Cneo AK release | CASP6 VEID inh | PAX8 inh HTS | miR122 inh | PGC1a acetyl inh | EWS-Fli block
1 | C[C@@H]1CN([C@H](C)CO)C(=O)Cc2cc(NS(=O)(=O)c3ccc(F)cc3)ccc2O[C@@H]1CN(C)Cc1ccc(-c2ccccc2)cc1 | · | -10 | · | · | ? | 2[16.7 µM] | -12 | 39
2 | COc1cccc(=O)c2c(C)oc(C)c12 | · | -1 | 11 | · | · | -1 | 0 | ·
3 | COc1ccccc1C(=O)NCCC(=O)Nc1ccc(OC(F)(F)F)cc1 | 5 | 3 | 3 | -6 | 14 | 5 | -18 | 9
4 | COc1ccc2c(c1)[nH]c1c(=O)n(CCN(C)C)cnc12 | 8 | · | -3 | · | 13 | 3 | 2 | ·
5 | CCOc1cccc(-c2nc3c(s2)CCc2onc(-c4cccc([N+](=O)[O-])c4)c2-3)c1 | -9 | 11 | 0 | -2 | 3 | 5 | -5 | -4
6 | CCOC(=O)N1CCN(CC(=O)Nc2ccccc2C(=O)Nc2ccccc2)CC1 | -3 | -15 | 2 | -1 | 14 | -13 | -5 | 4
7 | CC(=O)N1CCN(CC(=O)Nc2ccccc2C(=O)NCc2ccc(C)cc2)CC1 | 0 | 5 | 0 | 4 | -7 | -15 | -2 | 1
8 | CCCc1cc(NCCCCO)n2c(nc3ccccc32)c1C#N | -15 | · | -2 | · | 11 | -8 | · | ·
9 | COCCn1c(C)cc(C(=O)COC(=O)CCc2ccc(S(=O)(=O)N3CCOCC3)cc2)c1C | 6 | · | -4 | · | · | 1 | 4 | ·
10 | Cc1cccnc1NC(=O)CNC(=O)c1sc2ccccc2c1Cl | 1 | -11 | 1 | 1 | -1 | · | · | -21
11 | CC(C)NC(=O)Nc1ccc2c(c1)CC(=O)N([C@@H](C)CO)C[C@@H](C)[C@H](CN(C)S(=O)(=O)c1ccc(Cl)cc1)O2 | 1 | -9 | 1 | 3 | -22 | 3[16.7 µM] | -1 | -1
12 | O=C(C[C@@H]1C=C[C@H](NS(=O)(=O)c2ccc(F)cc2)[C@@H](CO)O1)NCCN1CCCCC1 | · | -10 | -1 | 0 | 9 | · | -4 | -5
13 | C[C@H](CO)N1C[C@H](C)[C@H](CN(C)C(=O)CCCN(C)C)OCCCC[C@H](C)Oc2ccc(NC(=O)c3ccncc3)cc2C1=O | 2 | 2 | -1 | · | -7 | 4[16.7 µM] | 1 | -12
14 | O=C(C[C@H]1CC[C@@H](NC(=O)CC2CC2)[C@@H](CO)O1)NCc1ccccc1 | · | 2 | · | 3 | · | · | -6 | 12
15 | Cc1cccc(NC(=O)CN2C(=O)S/C(=C\c3cc(C)n(C)c3C)C2=O)c1 | 1 | · | 16 | -2 | -17 | -13 | -3 | -22
16 | OC(c1ccccc1)(c1ccccc1)C1CCN(CCCOc2cccc(F)c2)CC1 | 8 | 3 | · | 0 | -10 | · | · | 3
17 | CN(C)c1ccc(N=C/C=C2/N(C)c3ccccc3C2(C)C)cc1 | -1 | -6 | 2 | -2 | -43 | -7 | 29 | -40
18 | O=C(NNC(=O)c1ccc(NC(=O)c2ccccc2)cc1)Nc1ccccc1 | -1 | 2 | · | 1 | 1 | · | 4 | 4
19 | COc1ccc(Cc2nnc(NC(=O)c3ccc(F)cc3)s2)cc1OC | -9 | 9 | -2 | -5 | 21 | -10 | -11 | -6
20 | Cc1nn(-c2ccccc2)c(N2CCCC2)c1/C=N/NC(=O)c1cc2ccccc2cc1O | 1 | · | · | 0 | -11 | · | · | -45

Reprinted at random: 7 entries already listed, in no set order.
entry | Molecule | FN deposition inh | LGR2 antag | Cneo AK release | CASP6 VEID inh | PAX8 inh HTS | miR122 inh | PGC1a acetyl inh | EWS-Fli block
17 | CN(C)c1ccc(N=C/C=C2/N(C)c3ccccc3C2(C)C)cc1 | -1 | -6 | 2 | -2 | -43 | -7 | 29 | -40
5 | CCOc1cccc(-c2nc3c(s2)CCc2onc(-c4cccc([N+](=O)[O-])c4)c2-3)c1 | -9 | 11 | 0 | -2 | 3 | 5 | -5 | -4
9 | COCCn1c(C)cc(C(=O)COC(=O)CCc2ccc(S(=O)(=O)N3CCOCC3)cc2)c1C | 6 | · | -4 | · | · | 1 | 4 | ·
11 | CC(C)NC(=O)Nc1ccc2c(c1)CC(=O)N([C@@H](C)CO)C[C@@H](C)[C@H](CN(C)S(=O)(=O)c1ccc(Cl)cc1)O2 | 1 | -9 | 1 | 3 | -22 | 3[16.7 µM] | -1 | -1
18 | O=C(NNC(=O)c1ccc(NC(=O)c2ccccc2)cc1)Nc1ccccc1 | -1 | 2 | · | 1 | 1 | · | 4 | 4
15 | Cc1cccc(NC(=O)CN2C(=O)S/C(=C\c3cc(C)n(C)c3C)C2=O)c1 | 1 | · | 16 | -2 | -17 | -13 | -3 | -22
16 | OC(c1ccccc1)(c1ccccc1)C1CCN(CCCOc2cccc(F)c2)CC1 | 8 | 3 | · | 0 | -10 | · | · | 3

(more compounds)
entry | Molecule | FN deposition inh | LGR2 antag | Cneo AK release | CASP6 VEID inh | PAX8 inh HTS | miR122 inh | PGC1a acetyl inh | EWS-Fli block
21 | OC1CCCN(Cc2cn(Cc3ccccc3)nc2-c2cc3ccccc3o2)C1 (configuration not stated) | 5 | -1 | · | 2 | 26 | · | -3 | 4
22 | C[C@H](CO)N1C[C@H](C)[C@@H](CN(C)Cc2ccc(-c3ccccc3)cc2)Oc2c(NS(=O)(=O)c3ccc(Cl)cc3)cccc2C1=O | -3 | 10 | 14 | · | -22 | -8[16.7 µM] | -4 | 7
23 | CCOC(=O)Cn1cnc2c(nnn2-c2ccc(OC)cc2)c1=O | -8 | 7 | -10 | · | · | -13 | -16 | ·
24 | CCCC[C@@H]1C[C@H]1[C@@H](NC(=O)c1ccco1)c1ccc(Cl)cc1 | 11 | 14 | -1 | 2 | 12 | -1 | -26 | -4
25 | Cc1ccccc1Oc1ccc2c(c1)[C@@H]1C[C@H](N(C)C(=O)c3ccco3)[C@H]([C@H](C)O)C(=O)N1CC2 | 1 | -4 | 1 | 10 | 14 | -4 | -7 | 5
26 | COc1ccc(-c2ccc3c(c2)[C@H]2[C@H](CCN2S(=O)(=O)c2ccc(OC)cc2)[C@H](CO)N3C)cc1 | -3 | 10 | -7 | -1 | 95* | 0[16.7 µM] | 18 | 32
27 | C/C=C/c1cnc2c(c1)C(=O)N([C@H](C)CO)C[C@@H](C)[C@@H](CN(C)Cc1ccccc1)O2 | -3 | -2 | -1 | -1 | · | -4[16.7 µM] | -15 | 2
28 | O=C(NNC(=O)C1C2C=CC(C2)C1C(=O)O)c1ccccc1O (configuration not stated) | 6 | 8 | 0 | 3 | -4 | · | · | 13
29 | CCOC(=O)N1CCN(C(=O)C2CCN(S(=O)(=O)N3CCC4(CC3)OCCO4)CC2)CC1 | 2 | 14 | 0 | 3 | -7 | -3 | -10 | ·
30 | Cc1cccc2c(N=NC(=O)c3ccc(NS(=O)(=O)c4cccs4)cc3)c(O)[nH]c12 | -6 | -32 | -1 | 5 | -23 | -10 | -6 | -12
31 | CCN(C(=O)CN1c2ccccc2CC1C)c1c(N)n(Cc2ccccc2)c(=O)[nH]c1=O (configuration not stated) | · | 0 | · | 2 | 5 | · | 1 | 4
32 | CC(C)COP(=O)(OCC(C)C)C(Nc1ccccc1)c1ccc(F)cc1 (configuration not stated) | 0 | 6 | · | 2 | 9 | · | · | -8
33 | O=S(=O)(NN=C1CCCCCCC1)c1ccccc1 | 4 | -12 | 1 | 0 | -8 | 1 | 1 | 7
34 | COc1ccc(NC(=O)N(C)C[C@@H]2Oc3ncc(C#CC(C)C)cc3C(=O)N([C@H](C)CO)C[C@H]2C)cc1 | -7 | -9 | -1 | 3 | · | 4[16.7 µM] | 0 | -1
35 | COc1cccc(-c2ccc([C@H]3[C@H](C#N)N(C(=O)c4ccccn4)[C@H]3CO)cc2)c1 | -3 | 1 | 2 | 1 | -42 | · | -13 | -6
36 | CN(CCc1ccccc1)C(=O)c1cccc(NC(=O)Cc2cccc(NC(=O)C3CCCN(C(=O)C4CC4)C3)c2)c1 (configuration not stated) | -3 | -3 | -1 | 11 | -8 | -1 | -1 | 5
37 | COC(=O)C1OCOC2C(C(=O)OC)OCOC12 (configuration not stated) | 5 | 1 | 0 | -4 | -15 | 2 | 4 | -4
38 | O=C(COc1cc2oc(=O)c3c(c2cc1Cl)CCCC3)NCC1CCC(C(=O)O)CC1 (configuration not stated) | -3 | -15 | -1 | 2 | 3 | -10 | -18 | 2
39 | O=S(=O)(c1ccccc1)c1nc(-c2ccc(F)cc2)oc1N1CCOCC1 | 0 | -25 | 0 | 1 | 0 | -4 | 2 | 0
40 | COc1ccc(CCNC(=O)CCCN2C(=O)C(c3ccccc3)Oc3cccnc32)cc1OC (configuration not stated) | 10 | -12 | 0 | -4 | 15 | · | · | ·
41 | O=C(COC(=O)Cc1ccccc1[N+](=O)[O-])NNC(=O)c1ccc([N+](=O)[O-])cc1 | -2 | 1 | 0 | 1 | 9 | -7 | 5 | -4
42 | COc1cccc(CNC(=O)C[C@@H]2CC[C@@H](NC(=O)C3CCC3)[C@@H](CO)O2)c1 | · | 17 | -3 | 0 | -7 | · | 1 | -10
43 | O=C(Cn1c2ccc(F)cc2c2nc3n(c(=O)c21)CCS3)NCC1CCCO1 (configuration not stated) | 7 | -3 | 0 | 2 | -2 | -8 | · | 0
44 | COc1cc(NC(=O)Cn2cnc(S(=O)(=O)N3CCCCC3)c2)cc(OC)c1OC | -9 | 13 | 0 | 3 | 4 | 0 | -4 | 1
45 | CC(Sc1ncnc2c1cnn2-c1ccccc1)C(=O)Nc1ccc(N2CCOCC2)cc1 (configuration not stated) | · | 2 | 1 | -4 | -9 | · | -25 | -4
46 | O=C(c1sc2ccccc2c1Cl)N(Cc1ccco1)C1CCS(=O)(=O)C1 (configuration not stated) | -5 | 27 | -4 | · | · | -3 | 8 | ·
47 | COc1ccccc1OCCn1cc(/C=N/n2cnnc2)c2ccccc21 | -6 | -1 | 14 | · | 15 | -6 | 4 | ·
48 | O=C(NCc1ccccn1)c1ccc(Cl)c(S(=O)(=O)Nc2ccccc2C(=O)NCc2ccccn2)c1 | 5 | 3 | 0 | 6 | 6 | 31 | 5 | -5
49 | CN1C(=O)c2ccccc2Cc2c(NCc3ccccc3)ncnc21 | -1 | -8 | 1 | 3 | -6 | · | -13 | -1
50 | C=CCNC(=S)N/N=C(\C)c1ccc(OC)cc1 | -10 | -27 | · | 20 | -9 | · | · | 25
51 | O=C(Cn1[nH]c(=O)c2ccccc2c1=O)OCC(=O)c1ccccc1 | 3 | -4 | 1 | -1 | -5 | -12 | 1 | -3
52 | COc1ccc2[nH]c3c(c2c1)CCN1C(=O)C(CC(=O)NCc2ccco2)C[C@H](C(=O)N(C(C)C)C(C)C)[C@@]31C (some centres not stated) | 6 | -23 | -1 | -1 | 19 | -5 | · | 8
